Source: PubChem (Sanford-Burnham Center for Chemical Genomics)
hIAP inh = human IAP inhibitors, primary screen, biochemical, luminescence, uHTS | AID 2544, 2010 | purified IAP, CDP-Star luminescence, 30 min | Intestinal-type alkaline phosphatase (Homo sapiens), P09923 | inhibition, % at 10 µM | 0.12% of 330,000 active;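 active means inhibition reaching a set limit with compound at 10 µM in the primary screen, cut at about 35% in these data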;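 further: plate controls were DMSO wells with enzyme for no effect and no-enzyme buffer wells for full effect; values of inactives mirror those of a sister screen read the other way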
Target sequence (P09923 whole entry, looked up): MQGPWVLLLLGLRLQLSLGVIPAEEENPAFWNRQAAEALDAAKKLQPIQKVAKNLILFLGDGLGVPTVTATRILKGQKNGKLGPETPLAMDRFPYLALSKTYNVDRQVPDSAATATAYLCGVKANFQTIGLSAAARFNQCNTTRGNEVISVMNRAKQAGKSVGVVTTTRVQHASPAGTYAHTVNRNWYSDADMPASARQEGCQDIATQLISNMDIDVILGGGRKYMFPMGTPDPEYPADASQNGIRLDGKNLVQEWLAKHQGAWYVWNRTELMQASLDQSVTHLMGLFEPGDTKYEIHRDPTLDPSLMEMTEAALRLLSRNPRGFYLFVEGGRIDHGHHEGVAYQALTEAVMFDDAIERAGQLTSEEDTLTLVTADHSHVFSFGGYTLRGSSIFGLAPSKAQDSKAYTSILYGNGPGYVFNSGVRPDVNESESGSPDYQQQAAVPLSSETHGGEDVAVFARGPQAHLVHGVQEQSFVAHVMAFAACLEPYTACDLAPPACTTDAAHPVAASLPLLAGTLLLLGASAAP
hIAP activ = human IAP activators, primary screen, biochemical, luminescence, uHTS. purified human IAP, CDP-Star luminescence, 30 min; active compounds read high; 1 = vehicle-only enzyme, 0 = enzyme-free background. activation factor at 10 µM. 0.16% of 330,000 active;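 active means activation factor of the enzyme at least 2-fold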; further: the source names both 10 and 20 µM as test concentration; values of inactives mirror those of a sister screen read the other way
ATG4B inhibitor = ATG4B protease inhibitors, primary screen, biochemical, fluorescence, uHTS. inhibition, % at 8.33 µM. Cysteine protease ATG4B (Homo sapiens), Q9Y4P1. ATG4B cleavage of LC3-PLA2, NBD-HPC fluorescence, 1 h. 0.51% of 340,000 active; in the data active means inhibition above about 40%
Target sequence (Q9Y4P1 whole entry, looked up): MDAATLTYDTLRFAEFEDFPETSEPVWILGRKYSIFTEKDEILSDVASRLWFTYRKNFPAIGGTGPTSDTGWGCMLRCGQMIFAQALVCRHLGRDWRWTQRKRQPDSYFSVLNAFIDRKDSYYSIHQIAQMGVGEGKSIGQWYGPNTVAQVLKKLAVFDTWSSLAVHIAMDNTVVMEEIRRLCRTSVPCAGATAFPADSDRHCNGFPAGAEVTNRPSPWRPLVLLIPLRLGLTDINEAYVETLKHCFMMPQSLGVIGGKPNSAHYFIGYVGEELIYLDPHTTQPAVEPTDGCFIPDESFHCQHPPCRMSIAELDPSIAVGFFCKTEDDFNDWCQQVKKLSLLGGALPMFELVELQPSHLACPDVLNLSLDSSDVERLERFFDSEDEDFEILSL
PfG6PD inh = PfG6PD enzyme inhibitors, primary screen, biochemical, fluorescence intensity, uHTS | PfGluPho enzyme, NADPH resazurin-diaphorase fluorescence | 0.78% of 350,000 active | inhibition, % at 20 µM | AID 504690, 2011 | glucose-6-phosphate dehydrogenase-6-phosphogluconolactonase (Plasmodium falciparum 3D7);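 active means inhibition reaching at least a set limit at 20 µM in the primary screen, cut at about 59% in these data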;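 further: 0% = DMSO wells with substrate and 100% = DMSO wells lacking glucose-6-phosphate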
APOBEC3A inh = APOBEC3A ssDNA deaminase inhibitors, primary screen, selectivity assay for APOBEC3G inhibitor project, biochemical, FAM/TAMRA oligo cleavage fluorescence; DNA dC->dU-editing enzyme APOBEC-3A (Homo sapiens), P31941; recombinant A3A, FAM/TAMRA ssDNA deamination fluorescence; inhibition, % at 20 µM; 0.41% of 330,000 active; AID 493011, 2011;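 active means at least 40% inhibition at 20 µM here, with at most 30% in a related deaminase screen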;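 further: plate controls were A3A with DMSO for no effect and wells lacking A3A enzyme for full effect; some results filed as inactive read as strong as hits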
mIAP inh = inhibitors of mouse IAP, primary screen, biochemical, luminescence, uHTS | intestinal alkaline phosphatase [Mus musculus] | purified mouse IAP, CDP-Star luminescence, 30 min | inhibition, % at 10 µM | 0.2% of 330,000 active | AID 2806, 2010;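 active means inhibition of at least 40% at 10 µM in the primary screen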;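 further: plate controls were DMSO with enzyme for no effect and no enzyme wells for full effect; values of inactives mirror those of a sister screen read the other way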
mIAP act = activators of mouse IAP, primary screen, biochemical, luminescence, uHTS; intestinal alkaline phosphatase [Mus musculus]; muIAP, CDP-Star luminescence, 30 min; active compounds read high; 1 = vehicle-only enzyme signal, 0 = enzyme-free wells; activation factor at 10 µM; 0.24% of 330,000 active;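 active means activation factor of at least 2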; further: the source names both 10 and 20 µM as test concentration; values of inactives mirror those of a sister screen read the other way
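Assay system: mouse IAP enzyme / Compound: DMSO-dissolved test compounds / Timing: 30 min, room temperature / Measured by: luminescence from enzymatic CDP-Star hydrolysis / Control set: DMSO-only wells, enzyme-free buffer wells as negative control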
HKDC1 inhibitor = HKDC1 hexokinase inhibitors, primary screen, biochemical, fluorescence, uHTS; Q2TB90; recombinant HKDC1, G6PDH/diaphorase resazurin coupled fluorescence; inhibition, % at 20 µM; 0.16% of 340,000 active; AID 493160, 2011;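 active means inhibition above about 35% when tested at 20 µM, limit read from the data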;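 further: plate controls were DMSO wells with enzyme for no effect and DMSO wells lacking enzyme for full effect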
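Material – in-house recombinant HK5 (HKDC1) enzyme · Quantity – HKDC1 at 5 µg/mL · Buffer or medium – pH 8.0 Tris buffer with 10 mM MgCl2 · Reagent – glucose with 1 mM ATP · Dosing – single 20 µM dose · Times – reaction time 90 min, room temperature, protected from light · Technique – resorufin fluorescence at 613 nm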
Numbers without * were called inactive; · = not tested or not shown.

SMILES | hIAP inh | hIAP activ | ATG4B inhibitor | PfG6PD inh | APOBEC3A inh | mIAP inh | mIAP act | HKDC1 inhibitor
COc1ccc(OC)c(NC(=O)CSc2nnc(CNC(=O)c3ccco3)o2)c1 | -8 | 1.1 | -3 | -13 | -2 | 10 | 0.9 | -2
CCCCNC(=S)NNC(=O)c1cc(-c2ccncc2)nc2ccccc12 | -74 | 1.7 | 1 | -23 | -6 | 1 | 0.99 | -1
COc1ccc(CCNC(=O)Cn2c(=O)[nH]c3ccsc3c2=O)cc1OC | -19 | 1.2 | -5 | -4 | 2 | -11 | 1.1 | -9
O=C(COC(=O)C1=COCCO1)Nc1ncc(C(F)(F)F)cc1Cl | -16 | 1.2 | -2 | -9 | -4 | -8 | 1.1 | 6
CCN(C(=O)CSc1nnc(-c2ccncc2)o1)c1ccccc1 | -43 | 1.4 | -1 | -2 | -4 | 1 | 0.99 | -3
CCc1nnc(NC(=O)c2nc(S(=O)(=O)Cc3cccc(C)c3)ncc2Cl)s1 | -28 | 1.3 | 6 | -17 | -4 | 6 | 0.94 | 2
Cc1ccc(NC(=O)CS(=O)CC(=O)Nc2cnc3ccccc3c2)cc1Cl (stereo not given) | 23 | 0.77 | -16 | 23 | 1 | 1 | 0.99 | -1
CCOc1ccccc1NC(=O)Cn1c(C)cc(COC)c(C#N)c1=O | -8 | 1.1 | -1 | -17 | -2 | 2 | 0.98 | 1
COc1ccc(N/C=C/C(=O)c2ccc(OC)c(OC)c2)cc1 | 15 | 0.85 | -5 | 15 | -4 | 6 | 0.94 | -3
CCOc1ccc(CCNC(=O)CCC(=O)N2CCOc3ccccc32)cc1OCC | 7 | 0.93 | -12 | 9 | 3 | 0 | 1 | -3
COc1ccccc1CNC(=O)CN1C(=O)NC2(CCCc3ccccc32)C1=O (stereo not given) | 4 | 0.96 | 0 | 1 | 3 | 4 | 0.96 | -4
CCn1c(=O)c2cc(C(=O)NCCC(C)C)sc2c2ccccc21 | 3 | 0.97 | 9 | -2 | -5 | -2 | 1 | -1
Cc1nc(C#N)c(NCc2ccc3c(c2)OCO3)o1 | -12 | 1.1 | -6 | 0 | -1 | -6 | 1.1 | -3
O=C(COC(=O)C1CCC(=O)N1)Nc1ccccc1Br (stereo not given) | 10 | 0.9 | 6 | -17 | 3 | -3 | 1 | -3
C/C(=N/NC(=O)c1cc(-c2ccc(Cl)s2)[nH]n1)c1ccco1 | -99 | 2 | -3 | 16 | 2 | 7 | 0.93 | -6
N#C/C(=C\c1ccc[nH]1)C(=O)NCC1CCCO1 (stereo not given) | 8 | 0.92 | 0 | 0 | 0 | -9 | 1.1 | 3
O=C(NCCN1CCOCC1)c1cnn2c1NC(c1cccs1)CC2C(F)(F)F (stereo not given) | 3 | 0.97 | -2 | -5 | -2 | 3 | 0.97 | 7
C/C(=N\NC(=O)c1cccnc1)c1cccc([N+](=O)[O-])c1 | -2 | 1 | -3 | -8 | 1 | 5 | 0.95 | -9
O=C(Nc1ccccc1)OCc1cc(-c2ccc(Cl)cc2)on1 | 6 | 0.94 | 1 | 2 | 2 | 5 | 0.95 | 3
Cc1ccsc1/C=N/NC(=O)Cc1cc(=O)[nH][nH]1 | -2 | 1 | -3 | -1 | 0 | -1 | 1 | -6
CCCCOc1ccc(OCCNS(=O)(=O)N(C)C)cc1 | -2 | 1 | -9 | -5 | -6 | -6 | 1.1 | -11
CCOC(=O)c1c(C)[nH]c(=S)c(C#N)c1-c1ccc(Cl)cc1 | 6 | 0.94 | 0 | 4 | -1 | 5 | 0.95 | -5
CCCn1c(CCC(=O)O)ccc1-c1cccs1 | 3 | 0.97 | 1 | 7 | -2 | 2 | 0.98 | 2
NNC(=O)c1nn(-c2ccccc2)cc1O | 2 | 0.98 | · | · | -6 | 24 | 0.76 | ·
COc1ccc2cc3cc(C(=O)N4CCCCCC4)oc3nc2c1 | 8 | 0.92 | 6 | 17 | 38 | 2 | 0.98 | 17
CCOc1cc(C2NC(=O)NC(C)=C2C(=O)OCc2ccccc2)ccc1O (stereo not given) | -7 | 1.1 | -3 | 30 | 2 | 2 | 0.98 | -7
COC(=O)[C@H](CCSC)NC(=O)c1cc2c(cn1)[nH]c1ccccc12 | 11 | 0.89 | -2 | 80* | 16 | 14 | 0.86 | -14
Cc1cc(C)nc(SCC(=O)Nc2ncc3c(n2)CCCC3=O)n1 | 10 | 0.9 | -10 | 2 | -6 | -4 | 1 | -2
CCCCn1nc2cc(C(=O)NCC34CC5CC(CC(C5)C3)C4)ccc2c1OCC | -1 | 1 | -8 | 17 | -3 | 0 | 1 | -2
Cc1ccc(C(=O)N2CCCC(CCC(=O)N3CCN(c4ccccn4)CC3)C2)cc1 (stereo not given) | 22 | 0.78 | 2 | -21 | 10 | -2 | 1 | 3
CC1CCCCN1S(=O)(=O)c1ccc(C(=O)Nc2sccc2C(N)=O)cc1 (stereo not given) | -11 | 1.1 | -11 | 12 | 0 | 10 | 0.9 | 2
CCCCCCN(C(=O)CCCCCN1C(=O)NC(c2ccc(-c3ccccc3)cc2)C(C(=O)OCc2ccccc2)=C1C)C(C)C(=O)NCCCC (stereo not given) | 17 | 0.83 | · | · | 0 | -1 | 1 | ·
CCOC(=O)CC1COCCN1C(=O)c1ccc2oc(Cc3ccccc3)nc2c1 (stereo not given) | 7 | 0.93 | -7 | -6 | -4 | -3 | 1 | -4
Cc1cc(C(=O)N2CCCc3ccccc32)no1 | 0 | 0.99 | 14 | -9 | 4 | 1 | 0.99 | 4
CN(c1ccccc1)S(=O)(=O)c1ccc(NC(=O)c2ccccc2C(=O)O)cc1 | -1 | 1 | 3 | -11 | 0 | -1 | 1 | -7
CCCCN(C)S(=O)(=O)c1cc2c3c(c1)CCC(=O)N3CCC2 | -5 | 1 | 0 | 0 | 0 | 12 | 0.88 | -6
COc1cccc2cc(-c3n[nH]c(=S)n3C)oc12 | 13 | 0.87 | -4 | 29 | -9 | -14 | 1.1 | -1
CCOc1ccc(NC(=O)CN2C(=O)CCSc3ccc(S(=O)(=O)N4CCCC4)cc32)cc1 | -4 | 1 | 7 | 8 | -4 | -5 | 1.1 | -2
Cc1cccn2c(=O)c3cc(S(=O)(=O)c4ccccc4)c(=N)n(Cc4ccc(F)cc4)c3nc12 | 6 | 0.94 | -5 | -6 | -6 | 5 | 0.95 | -3
COc1ccc(C(C(=O)NCC2CCCO2)N(C(=O)CNC(=O)c2ccco2)c2cc(C)cc(C)c2)cc1OC (stereo not given) | -3 | 1 | -4 | 5 | -5 | 10 | 0.9 | -6
O=C(c1ccc(Cl)cc1Cl)c1ncc(C(F)(F)F)cc1Cl | 15 | 0.85 | 15 | 7 | -1 | 12 | 0.88 | -8
OCc1nc2ccccc2n1CCc1ccccc1 | -16 | 1.2 | -3 | -8 | -2 | -10 | 1.1 | -6
CCN(CC)C(=O)c1cccc(NC(=O)C2=COCCO2)c1 | -7 | 1.1 | -3 | -8 | 0 | 8 | 0.92 | -2
O=C(N/N=C/c1ccco1)c1cccc([N+](=O)[O-])c1 | -13 | 1.1 | 6 | 5 | -5 | 2 | 0.98 | -7
COc1ccc(NC(=O)c2cc(C)nc3ccccc23)cc1S(=O)(=O)N1CCOCC1 | -10 | 1.1 | -7 | -5 | 0 | 1 | 0.99 | -4
Cn1cc(-c2ccccc2C(N)=O)c(=O)c2ccccc21 | -10 | 1.1 | 1 | -2 | -6 | -6 | 1.1 | -6
CC(=O)Nc1ccc(S(=O)(=O)N2C(C)CCCC2C)cc1 (stereo not given) | -9 | 1.1 | 0 | -2 | 2 | -6 | 1.1 | -4
O=C(CSc1cn[nH]n1)Nc1ccc(Cl)cc1Cl | 0 | 1 | -13 | -19 | 1 | 0 | 1 | 0
Nc1ncnc2c1ncn2C1CCCO1 (stereo not given) | -22 | 1.2 | 7 | -10 | 2 | -3 | 1 | -1
CCCOC(=O)Nc1nc2ccccc2o1 | -3 | 1 | -12 | -4 | 9 | -1 | 1 | 2

3 compounds from above, arranged by number of heavy atoms, descending:
SMILES | hIAP inh | hIAP activ | ATG4B inhibitor | PfG6PD inh | APOBEC3A inh | mIAP inh | mIAP act | HKDC1 inhibitor
COc1ccc(OC)c(NC(=O)CSc2nnc(CNC(=O)c3ccco3)o2)c1 | -8 | 1.1 | -3 | -13 | -2 | 10 | 0.9 | -2
CC1CCCCN1S(=O)(=O)c1ccc(C(=O)Nc2sccc2C(N)=O)cc1 (stereo not given) | -11 | 1.1 | -11 | 12 | 0 | 10 | 0.9 | 2
CCCCN(C)S(=O)(=O)c1cc2c3c(c1)CCC(=O)N3CCC2 | -5 | 1 | 0 | 0 | 0 | 12 | 0.88 | -6

Following part
SMILES | hIAP inh | hIAP activ | ATG4B inhibitor | PfG6PD inh | APOBEC3A inh | mIAP inh | mIAP act | HKDC1 inhibitor
CCCN(CCC)S(=O)(=O)c1ccc(C(=O)Nc2nc(-c3ccccc3)c(C(=O)OCC)s2)cc1 | -3 | 1 | 0 | -16 | 4 | 10 | 0.9 | 4
Cc1cc(C)c(NC(=O)C2CCCCN2C)c(C)c1 (stereo not given) | -13 | 1.1 | 6 | -15 | 0 | 4 | 0.96 | -10
COc1ccccc1NC(=O)c1ccc(NS(=O)(=O)c2c(C)noc2C)cc1 | 12 | 0.88 | -9 | -23 | 0 | 0 | 1 | -5
O=C(O)C(Cc1c[nH]c2ccccc12)NS(=O)(=O)c1ccc(Cl)c(C(F)(F)F)c1 (stereo not given) | -25 | 1.2 | 2 | -10 | 2 | 2 | 0.98 | -3
N#CCCOC1(C#CCN2CCCC2)CCCCC1 | 7 | 0.93 | 2 | -4 | -1 | 5 | 0.95 | -4
O=C(Cn1nnc2ccccc2c1=O)NC1CCCc2ccccc21 (stereo not given) | -2 | 1 | -4 | -1 | -3 | -4 | 1 | -18
Cc1cccc(C)c1NC(=O)CN(C)CC(=O)Nc1ccccc1Oc1ccccc1 | 13 | 0.87 | -5 | 10 | 1 | -4 | 1 | -8
COc1ccc2[nH]cc(CCn3ccc(O)c(C/C=C/c4ccccc4)c3=O)c2c1 | -5 | 1 | -6 | -12 | -5 | 6 | 0.94 | 3
Cc1cccc(C)c1NC(=O)NN1C(C)CCCC1C (stereo not given) | -6 | 1.1 | -1 | -11 | 3 | -2 | 1 | -7
O=C(CSc1nnc(-c2c[nH]c3ccccc23)o1)N(Cc1ccccc1)c1ccc(F)cc1 | -2 | 1 | 10 | 10 | 5 | -41 | 1.4 | 0
COc1c(F)c(F)c(C(=O)Nc2ccc(NC(=O)c3ccco3)cc2)c(F)c1F | 14 | 0.86 | -7 | 1 | -1 | 3 | 0.97 | -6
COc1ncnc2c1ncn2CC1COC(C)(C)O1 (stereo not given) | -37 | 1.4 | 4 | -14 | -2 | -3 | 1 | -4
O=C(Oc1c(-c2ccccc2)c(=O)n2c3c(cccc13)CC2)c1ccco1 | -4 | 1 | 4 | 22 | 0 | 1 | 0.99 | 3
